High-throughput results from PubChem BioAssay.
ERb coact inh: blocks coactivator binding to human estrogen receptor beta | inhibition, % at 25.6 µM | 86,000 tested, 1.3% active | TR-FRET ER-beta LBD / SRC1-Cy5 peptide binding; receptor agonist-loaded with 1 µM estradiol | Q92731;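 active = compounds whose percent inhibition of the receptor-coactivator binding signal exceeds about 50% in the single-dose screen, limit read from the data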;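 also: 0% = receptor plus peptide wells without compound and 100% = peptide-only wells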
Candida biofilm: kills Candida albicans biofilms; C. albicans biofilm + clotrimazole, Alamar Blue; inhibition, % at 6 µM; 85,000 tested, 0.14% active; AID 834;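 active = inhibition above 20%; inactive = inhibition below 20%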;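 also: preformed 24 hr biofilms exposed to compound for 48 hr; 0% = biofilm without compound and 100% = blank killed by clotrimazole plus chlorhexidine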
IL1B cytotox: toxic to HUVEC cells under IL-1B stimulation. AID 845. HUVEC cell count loss, Hoechst imaging, IL-1B stimulated. cell count reduction, % at 2 µM. 94,000 tested, 0.41% active;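 active = cell count reduction more than 3 SD above the screen-wide mean, cut at about 70% in these data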;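 also: normalized per plate to untreated control cells as the no-loss baseline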
F-actin modifier: alters cytoskeleton assembly in HUVEC cells. HUVEC TNFa F-actin phalloidin imaging, high content. inhibition, % at 2 µM. 91,000 tested, 0.18% active;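 active = inhibition above the batch mean plus 3 SD and confirmed as a hit by visual image inspection, cut at about 30% in these data, passing the limit was not always enough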; also: strong numbers were not always called active
Smad3 FoxH1 inh: Smad3 (human) transcription factor binding inhibition. P84022. TR-FRET Smad3/Dy647-FoxH1 peptide binding, europium anti-His. inhibition, % at 25 µM. 88,000 tested, 0.29% active. AID 630;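 active = compounds that reduce the energy-transfer binding signal between the protein and its labelled peptide by more than half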;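 also: 0% = Smad3 plus labelled peptide maximal FRET and 100% = peptide-only background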
Target sequence (P84022 whole entry, looked up): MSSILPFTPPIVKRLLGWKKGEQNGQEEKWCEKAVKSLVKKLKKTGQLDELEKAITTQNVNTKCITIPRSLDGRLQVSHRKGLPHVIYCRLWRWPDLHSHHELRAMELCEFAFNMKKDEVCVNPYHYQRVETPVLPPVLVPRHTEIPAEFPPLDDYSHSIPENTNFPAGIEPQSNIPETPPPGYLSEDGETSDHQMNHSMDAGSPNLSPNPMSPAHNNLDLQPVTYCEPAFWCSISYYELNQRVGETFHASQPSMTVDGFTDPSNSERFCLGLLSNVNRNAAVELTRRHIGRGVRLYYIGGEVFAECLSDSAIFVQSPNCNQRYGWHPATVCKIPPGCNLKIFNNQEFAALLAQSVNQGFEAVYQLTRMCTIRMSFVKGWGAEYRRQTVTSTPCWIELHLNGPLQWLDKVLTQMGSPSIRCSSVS
VCAM1 TNFa inh: reduces TNF alpha induced VCAM1 expression in HUVEC; HUVEC TNFa-induced VCAM-1 immunofluorescence, high-content imaging; inhibition, % at 2 µM; 95,000 tested, 0.48% active;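 active = inhibition above the batch mean plus 3 SD, with images confirmed as a hit by eye, cut at about 37% in these data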;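 also: 0% = TNF-stimulated DMSO wells and 100% = unstimulated control wells; not every result past the cut was called active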
HUVEC tox TNFa: toxic to HUVEC cells under TNF alpha stimulation. 93,000 tested, 0.17% active. HUVEC TNFalpha-stimulated, Hoechst cell count, imaging. cell count reduction, % at 2 µM;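 active = cell count reduction exceeding the screen mean by over 5 SD, scaled to untreated wells per plate, cut at about 78% in these data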;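 also: cells counted after 24 h of TNF alpha exposure following the 1 h pretreatment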
sEH inh: inhibitors of human soluble epoxide hydrolase; P34913; recombinant human sEH enzymatic activity assay; inhibition, % at 2 µM; 91,000 tested, 0.34% active; in the data active = inhibition above about 80%; also: values of inactives mirror those of a sister screen read the other way; many of its hits are not listed in these tables
Target sequence (P34913 whole entry, looked up): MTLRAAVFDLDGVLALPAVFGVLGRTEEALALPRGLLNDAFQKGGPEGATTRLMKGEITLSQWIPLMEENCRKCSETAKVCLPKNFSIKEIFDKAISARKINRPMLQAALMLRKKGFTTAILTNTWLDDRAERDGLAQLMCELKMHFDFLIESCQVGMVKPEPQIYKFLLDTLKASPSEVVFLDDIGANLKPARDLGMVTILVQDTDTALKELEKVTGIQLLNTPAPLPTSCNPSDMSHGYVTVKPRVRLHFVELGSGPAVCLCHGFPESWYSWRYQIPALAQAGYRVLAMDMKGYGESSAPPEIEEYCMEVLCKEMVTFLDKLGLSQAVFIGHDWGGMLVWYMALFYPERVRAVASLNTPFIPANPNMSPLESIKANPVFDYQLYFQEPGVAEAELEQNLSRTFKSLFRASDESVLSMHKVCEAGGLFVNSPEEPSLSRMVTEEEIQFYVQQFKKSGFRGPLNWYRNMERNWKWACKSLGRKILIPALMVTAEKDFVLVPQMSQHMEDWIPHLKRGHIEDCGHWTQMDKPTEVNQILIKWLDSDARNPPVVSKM
sEH act: increases human soluble epoxide hydrolase activity | P34913 | purified human sEH enzymatic activity, activator screen | activation, % at 2 µM | 91,000 tested, 0.04% active | AID 717; in the data active = activation above about 37%; also: values of inactives mirror those of a sister screen read the other way
An asterisk follows results filed as active; . = no result given; [ ] = remark or other dose. An excerpt; count on the stated rates, not on these rows.

No.	compound	ERb coact inh	sEH inh	F-actin modifier	Candida biofilm	sEH act	HUVEC tox TNFa	VCAM1 TNFa inh	Smad3 FoxH1 inh	IL1B cytotox
1	COc1ccccc1N1CCN(C(=O)c2ccc3c(=O)n(Cc4ccco4)c(=S)[nH]c3c2)CC1	13[fluorescence artefact?]	22	-8	-4	-22	-1	2	-20	-36
2	Cc1ccc(C2=N/C(=C/N3CCOCC3)C(=O)O2)cc1	-8	-1	-10	-4	1	-12	18	-11	-24
3	Cc1cc(NC(=O)CSc2nc3c(c(=O)n(C)c(=O)n3C)n2C(C)C)no1	7[fluorescence artefact?]	.	-14	6	.	-30	4	0	-21
4	COc1cccc(CN2CCN(c3ncccn3)CC2)c1	-2	5	23	10	-7	-10	9	7	20
5	O=C(COc1ccccc1)Nc1ncccn1	-9	-10	12	-4	13	-2	-2	-10	4
6	O=C1c2ccccc2C(=O)N1CC(O)COCc1ccccc1 (stereo unspecified)	4	2	10	3	-2	-42	11	-4	-8
7	CCOC(=O)C1CCN(C(=O)CSc2ccc(Cl)cc2)CC1	-8	-3	7	4	5	.	-2	8[fluorescence artefact?]	-22
8	CC#CCN(CC#CC)S(=O)(=O)c1ccc(-n2cnnn2)c(OC)c1	18[fluorescence artefact?]	2	-7	5	-2	20	-1	1	9
9	CCN1C(=O)c2ccc(C(=O)O)cc2C1=O	.	-6	5	.	4	7	4	.	-49
10	CCC(C)NS(=O)(=O)c1ccc(NC(C)=O)cc1 (stereo unspecified)	-23[fluorescence artefact?]	-5	10	2	9	-11	3	-1	21
11	CC1CCc2nc(NC(=O)C3CC3)sc2C1 (stereo unspecified)	0	-13	3	3	16	-8	-1	-9	12
12	Cc1cccc(NC(=O)C2(C)CC3c4ccccc4C2c2ccccc23)c1 (stereo unspecified)	.	2	0	.	1	14	1	.	0
13	O=C(CSc1nnc(-c2ccccc2)n1Cc1ccco1)NCc1ccc2c(c1)OCO2	-10	1	-17	5	-6	-6	15	-20	8
14	O=c1c2ccccc2nc(-c2ccccc2)n1CCN1CCOCC1	0[fluorescence artefact?]	.	-29	-2	.	-4	3	8	21
15	COc1ccc(CCNC(=O)c2nnn(-c3ccc4c(c3)OCCO4)c2N)cc1OC	3	5	14	5	-7	-21	-5	6	-54
16	COc1ccc(S(=O)(=O)NCc2ccc(C(=O)N3CCN(c4ccccn4)CC3)cc2)cc1	2	.	2	5	.	-20	5	3	-7
17	O=c1cc(Cn2ccnc2)c2cc3c(cc2o1)CCC3	-2	-4	12	8	5	.	.	6	-19
18	CCOC(=O)Nc1nnc(-c2cccc(OC)c2)s1	6	-7	.	1	6	.	.	0	3
19	CC(C)NS(=O)(=O)c1ccc(N2C(=O)c3ccccc3C2=O)cc1	-1	9	8	0	-7	8	8	15[fluorescence artefact?]	-8
20	O=C1C2C3C=CC(C3)C2C(=O)N1CCCCN1C(=O)C2C3C=CC(C3)C2C1=O (stereo unspecified)	-2	-6	3	6	8	-5	-3	6	-18
21	COc1ccc(-n2cnc3sc(-c4ccccc4)cc3c2=O)cc1	.	-10	11	.	12	-9	8	.	-37
22	O=C(Nc1ccccn1)c1cccnc1	9	-2	-4	2	0	-20	-4	-3	-12
23	O=C(NC1CCCCC1)N(Cc1nc2ccccc2c(=O)[nH]1)C1CCCCC1	-7[fluorescence artefact?]	59	-78	8	-60	-2	12	4	-2
24	Cc1cccc(C)c1N/C=C/c1onc(C)c1[N+](=O)[O-]	11	7	4	12	-6	-25	17	-5	-16

Limited to Smad3 FoxH1 inh (2 entries from above):
item	molecule	Smad3 FoxH1 inh
15	COc1ccc(CCNC(=O)c2nnn(-c3ccc4c(c3)OCCO4)c2N)cc1OC	6
16	COc1ccc(S(=O)(=O)NCc2ccc(C(=O)N3CCN(c4ccccn4)CC3)cc2)cc1	3

(more compounds)
No.	compound	ERb coact inh	sEH inh	F-actin modifier	Candida biofilm	sEH act	HUVEC tox TNFa	VCAM1 TNFa inh	Smad3 FoxH1 inh	IL1B cytotox
25	CCCC1(CCC)NC(=O)N(CC(=O)Nc2cccc(OC)c2)C1=O	0	0	-20	6	0	-22	9	2	-4
26	O=S(=O)(Nc1ccc(Cc2ccncc2)cc1)N1CCCC1	8	-6	3	1	10	-15	-10	-8	.
27	O=C(Cc1cccs1)NCC1CCCO1 (stereo unspecified)	35	-6	-17	11	6	-10	-24	3	-29
28	COC(=O)CC/C(O)=C1\C(=O)CC(C)(C)CC1=Nc1ccccc1OC	-2	4	.	3	-6	27	-8	4	-2
29	O=C(CN1C(=O)NC2(CCCCCCC2)C1=O)NC(=O)NCc1ccco1	8	-14	-24	2	13	-12	6	4	-15
30	C1=CC2CC1CC2CNCc1ccco1 (stereo unspecified)	-4	.	13	3	.	-13	11	2	2
31	CCn1c2ccccc2c2cc(C3N=C(N)Nc4nc5ccccc5n43)ccc21 (stereo unspecified)	34[fluorescence artefact?]	6	-5	4	-5	-2	-54	5	13
32	COc1ccccc1N1CCN(Cc2ccsc2)CC1	-2	0	15	7	2	-8	-3	10	-8
33	Cc1ccc2nc(SC(C)C(=O)N3CCCC3)[nH]c2c1 (stereo unspecified)	1	-2	12	5	2	-13	11	35	-5
34	O=C1COc2ccc(NC(=O)N3CCN(c4ccc(F)cc4)CC3)cc2N1	.	13	-2	.	-10	1	-6	.	9
35	CC(C)(C)C(=O)Cn1c[n+](N)cn1	-8	16	-13	5	-18	-15	-2	6	6
36	CCc1c(C)sc(NC(=O)C2CCCO2)c1C#N (stereo unspecified)	-2	6	-12	4	-3	-4	1	-2	-58
37	N#Cc1cn(CC(=O)N2CCc3ccccc3C2)c2ccccc12	0	8	-13	6	-6	.	14	10[fluorescence artefact?]	-56
38	CC1CCC(NC(=O)Cn2c3c(c(-c4ccccc4Cl)cc2=O)CCC3)CC1 (stereo unspecified)	3	24	-1	3	-22	-11	-3	8	-18
39	CSc1ccc(-c2nnn(Cc3ccc(C)cc3)n2)cc1	-4	-8	1	1	8	-27	15	13	3
40	CC(C)C(OC(=O)c1ccco1)C(=O)NC1CCCCC1 (stereo unspecified)	7[fluorescence artefact?]	3	-24	2	-4	11	-6	0	2
41	Cc1nc2oc3ccccc3c(=O)c2c(=O)n1Cc1ccccc1	0	6	-35	7	-7	1	-8	4	-11
42	Nn1cnn(Cc2ccccc2)c1=S	.	-2	22	.	5	-13	9	.	8
43	COc1cccc(CNCCNC(=O)c2nonc2N)c1	-17	5	4	6	-6	4	12	1	-19
44	CCCCn1c(CCn2nc(C)c(Br)c2C)n[nH]c1=S	.	-6	1	.	8	-16	0	.	-20
45	O=c1nc(N2CCOCC2)ccn1Cc1ccc(Br)cc1	0	6	5	4	-5	-4	-16	3	-18
46	CCOc1cc(C(c2c(C)[nH][nH]c2=O)c2c(C)[nH][nH]c2=O)ccc1OCc1ccc([N+](=O)[O-])cc1	22	10	-7	2	-9	8	12	1	-9
47	Cc1nnc(SCCn2c(N(C)Cc3ccccc3)nc3c2c(=O)n(C)c(=O)n3C)s1	-20	18	.	4	-14	.	.	7[fluorescence artefact?]	-25
48	COC(=O)Nc1ccc(S(=O)(=O)NCCO)cc1	.	-6	23	.	7	11	20	.	-12
49	COc1ccc(/C=N/NC(=O)c2nn(-c3ccc(C)c(C)c3)c(=O)c3ccccc23)cc1	.	2	0	.	0	-8	8	.	-46
50	CCOc1ccccc1N1CCN(C(=O)Nc2ccc(F)c(Cl)c2)CC1	-2	37	-19	-2	-38	2	26	8	-12
51	Clc1ccc(CSCCc2ccncc2)cc1	14	1	2	-3	1	0	-6	-7	4
52	CC(C)(C)n1nc2c(c1NC(=O)c1cccc(C(F)(F)F)c1)CS(=O)C2 (stereo unspecified)	2[fluorescence artefact?]	10	3	6	-7	-3	-3	6	-28
53	O=C(Nc1ccc2c(c1)OCCO2)c1ccc(Cl)c(S(=O)(=O)N2CCOCC2)c1	-6	79	-5	2	-79	-3	6	-1	-53
54	Cc1ccccc1SCc1noc(C(=O)NCC2CCCO2)c1C(=O)O (stereo unspecified)	.	2	38	.	3	-4	-6	.	1
55	Cc1ccc(CC(=O)NC(C)CCc2ccccc2)cc1 (stereo unspecified)	-6	9	26	-2	-6	-37	16	-1	-19
56	CCOC(=O)c1cnc2c(C)cccc2c1NCCc1ccc(OC)c(OC)c1	.	-13	48	.	13	-12	8	.	-2
57	Cc1cc(N(C)C)c(C#N)c(=O)[nH]1	11[fluorescence artefact?]	.	-1	2	.	2	11	-3	-6
58	CC(C)(C)OC(=O)CN1C(=O)C(Sc2n[nH]c(-c3ccccc3)n2)CCc2ccccc21 (stereo unspecified)	.	2	41	.	4	-33	13	.	-3
59	CCCCN1C(=S)SC(C)(C)C1/[N+]([O-])=C/c1cccnc1 (stereo unspecified)	-7	-1	1	2	5	7	3	-1	-5
60	Cc1nn(CC(=O)O)c2ccccc12	-10[fluorescence artefact?]	-1	.	-1	2	-35	15	7	-3
61	Cc1cccc(NC(=O)c2ccc(S(=O)(=O)N(C)C)cc2)n1	.	7	-2	.	-3	-10	4	.	-16
62	CCOC(=O)Cn1nc(Cc2ccccc2)c2ccccc2c1=O	4[fluorescence artefact?]	-1	23	-1	0	-3	-10	-6	8
63	O=C(c1ccncc1)N(Cc1cc2ccccc2[nH]c1=O)C1CCCCC1	-4[fluorescence artefact?]	18	9	4	-18	-1	5	11	5
64	CCC(C#CCN1CCOCC1)(CC)OCCC#N	-1	-2	14	3	1	-48	4	2	-30
65	O=C(Nc1ccc(Cl)cc1)c1ccsn1	15	11	23	1	-11	-38	-10	-5	-21
66	CCN(CC)S(=O)(=O)c1ccc2c(c1)C(=NO)c1cc(S(=O)(=O)N(CC)CC)ccc1-2	28[fluorescence artefact?]	8	-23	-2	-5	20	28	-16[fluorescence artefact?]	-45
67	COc1ccc2nc(C)c3cc(C)oc3c2c1	2[fluorescence artefact?]	-7	5	1	7	-13	1	-10	87*
68	O=C(Nc1ccc(N2CCN(C(=O)c3cccs3)CC2)c(Cl)c1)c1ccco1	-12	4	-13	-1	-5	15	4	3	-2
69	Cc1cccc(C#N)c1NC1=CC(=O)CC(C)(C)C1	4	1	-17	11	0	-3	-1	0	-41
70	CCC(C)Sc1nnc(Cc2cc(=O)[nH]c(=O)[nH]2)n1-c1ccc(OC)cc1 (stereo unspecified)	-19[fluorescence artefact?]	-8	5	1	9	-38	14	8	-4
71	Cc1cc(NC(=O)CSc2nnc(COc3cccc(C)c3C)n2Cc2ccco2)no1	3	-22	-4	9	23	9	-14	10	24
72	CCCC(=O)N(Cc1cc2ccccc2[nH]c1=O)c1ccccc1OC	-7	-1	6	3	4	.	-16	-2	-15
73	CCOC(=O)c1[nH]c2cc(OC)c(OC)cc2c1NC(=O)C(C)N1CCN(Cc2ccccc2)CC1 (stereo unspecified)	-9	-10	9	8	8	-22	-8	4	-3
74	COc1cccc2c1OC1(C)CC2N(C(=O)c2ccco2)C(=S)N1c1ccc(F)cc1 (stereo unspecified)	-5	5	7	-1	-4	-8	19	-9	.
75	CCOC(=O)c1cc(OCC(=O)NC(C)C(C)C)cc(C(=O)OCC)c1 (stereo unspecified)	-9	.	-9	5	.	-37	13	9	-28
76	CCC(Cc1ccccc1)NC(=O)CCn1cccc1 (stereo unspecified)	-11	18	9	11	-15	-10	3	-11	11
77	Cc1ccc(CNC(=O)c2ccccc2NS(C)(=O)=O)cc1	0[fluorescence artefact?]	2	-11	2	-1	0	24	3	-48
78	Cn1nc(-c2ccc(C(=O)N3CCN(CCO)CC3)cc2)c2ccccc2c1=O	-5	-14	-11	3	11	-7	3	3	13
79	CCn1c(SCC(=O)Nc2ccccc2)nc2c1c(=O)n(C)c(=O)n2C	3	-2	-1	3	2	-4	-7	-3	-2
80	O=C(Nc1ccccc1Cl)c1cccc(NS(=O)(=O)c2ccccc2)c1	.	4	-16	.	-2	-6	0	.	5
